Screens: PubChem BioAssay, several laboratories
Tat export inh – E. coli Tat transport inhibition; E. coli MC4100 TorA-mCherry Tat export, fluorescence; inhibition, % at 10 µM; 340,000 tested, 0.036% active;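 active = mean replicate inhibition at least 50% and at least half of replicates individually reaching 50%; inconclusive = only one of the two criteria met; inactive = neither criterion met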;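 also: exported cargo escapes ClpAP degradation while cytoplasmic cargo is degraded and loses fluorescence; 0% = median of neutral control wells and 100% = median of NaSCN control wells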
CAL PDZ FP-1 – inhibitors of human CAL PDZ peptide binding; purified CAL PDZ, TMR-peptide fluorescence polarization, 1 h; 300,000 tested, 0.92% active; AID 602252; inhibition, % at 24.9 µM;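 active = mean inhibition of at least 30% with at least half of replicates also reaching 30%; inconclusive = no clear call, values can overlap the other calls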;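 also: 0% = DMSO neutral control and 100% = excess unlabeled competitor peptide PRC23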
Wnt bcat act – activators of Wnt/beta-catenin signaling. AID 743398. 300,000 tested, 1.2% active. activation, % at 9.35 µM. Wnt/beta-catenin reporter cell assay, activator, plate reader; in the data active = activation above about 30%, passing the limit was not always enough; inconclusive = no clear call, values can overlap the other calls;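 also: 0% = neutral control wells and 100% = positive control wells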
SR-BI HDL uptake – blocks mouse SR-BI lipid uptake from DiI-HDL | ldlA[mSR-BI] CHO cells, DiI-HDL uptake fluorescence, 3 h | Q61009 | inhibition, % at 12.5 µM | 320,000 tested, 0.96% active | AID 488896;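 active = mean replicate inhibition of at least 70% and a set share of replicates each scoring 70 or more; inconclusive = meets just one of the two criteria; inactive = fails both criteria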;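 also: 0% = median of neutral control wells and 100% = median of positive control wells; values of inactives mirror those of a sister screen read the other way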
Target sequence (Q61009 whole entry, looked up): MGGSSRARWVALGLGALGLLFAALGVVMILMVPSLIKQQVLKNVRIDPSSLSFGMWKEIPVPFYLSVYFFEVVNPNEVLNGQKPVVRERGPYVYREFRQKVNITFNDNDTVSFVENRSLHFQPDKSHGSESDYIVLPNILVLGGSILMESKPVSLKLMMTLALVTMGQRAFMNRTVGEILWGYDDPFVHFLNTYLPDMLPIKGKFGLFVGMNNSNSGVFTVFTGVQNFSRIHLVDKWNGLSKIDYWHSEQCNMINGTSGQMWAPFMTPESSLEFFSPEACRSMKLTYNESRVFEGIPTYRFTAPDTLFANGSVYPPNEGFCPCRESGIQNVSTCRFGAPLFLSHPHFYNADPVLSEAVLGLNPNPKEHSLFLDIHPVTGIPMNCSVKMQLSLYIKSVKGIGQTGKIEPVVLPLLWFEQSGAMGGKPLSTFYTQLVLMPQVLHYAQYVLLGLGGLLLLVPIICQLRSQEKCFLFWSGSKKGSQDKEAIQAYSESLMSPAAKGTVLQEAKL
CAL PDZ FP-2 – blocks peptide binding to human CAL PDZ domain | Q9HD26 | purified CAL PDZ, TMR-peptide fluorescence polarization, 1 h | inhibition, % at 20 µM | 330,000 tested, 0.02% active | AID 504414;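 active = highest replicate inhibition of at least 40%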;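 also: plate controls were DMSO neutral control wells for no effect and unlabeled competitor peptide control wells for full effect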
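Control set: unlabelled peptide and DMSO controls / Material: purified CerCALP PDZ construct / Timing: 1 h incubation at room temperature before polarization reading / Doses: 20 µM, one dose / Detection: fluorescence polarization (mP)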
Ecoli viability – reduces bacterial viability in AddAB counter-screen. inhibition, % at 11.9 µM. 330,000 tested, 0.27% active. AID 449728. E. coli V3065 growth, OD600 absorbance, 18 h;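 active = inhibition above the campaign's mean inhibition across all tested compounds plus 3 SD, cut at about 9.9% in these data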;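 also: uninfected addAB+ strain grown without phage in ampicillin broth; 0% = DMSO wells and 100% = ciprofloxacin 0.95 µg/ml wells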
SR-BI DiI-HDL act – activators of SR-BI mediated HDL lipid uptake; CHO ldlA[mSR-BI] cells, DiI-HDL uptake fluorescence, 3 h; 100 = double the neutral-control signal; activation, % at 12.5 µM; 320,000 tested, 0.096% active;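 active = mean replicate activation of at least 60% and every replicate at or above 60%; inconclusive = mean or all-replicate condition met, but not both; inactive = mean below 60% and not all replicates reaching 60%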;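 also: 0% = median plate neutral-control signal and 100% = twice that signal; values of inactives mirror those of a sister screen read the other way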
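Assay system: LDL receptor-deficient CHO ldlA cells overexpressing murine SR-BI / Medium: BSA-supplemented, HEPES-buffered Ham's F12, pH 7.4 / Probe or stimulus: DiI-labelled HDL at 10 µg/mL final / Timing: compound with DiI-HDL co-incubation, 3 h at 37 °C / Technique: bottom-read cell fluorescence after medium removal, ex 550/em 595 nm / Measure: HDL uptake via cellular fluorescence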
phage Ecoli inh – E. coli growth loss with phage present. growth absorbance. inhibition, % at 11.9 µM. 360,000 tested, 0.26% active. AID 651602; in the data active = inhibition above about 11%
AddAB inh – less growth of phage-infected E. coli with AddAB; inhibition, % at 11.9 µM; E. coli expressing H. pylori AddAB, absorbance growth; 330,000 tested, 0.29% active; in the data active = inhibition above about 12%;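 also: 0% = vehicle wells of infected cells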
MITF TRPM1 HTS – activators of MITF-driven TRPM1 promoter activity in SK-MEL-5 cells; 300,000 tested, 0.75% active; SK-MEL-5 TRPM1-promoter luciferase, 24 h; % of positive control, neutral wells = 0; AID 588334; activation, % at 12.5 µM;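 active = mean activation of at least 80% with every replicate also reaching 80%; inconclusive = mean reaches 80% but some replicate falls short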;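 also: 0% = neutral control wells and 100% = parthenolide positive control wells; values of inactives mirror those of a sister screen read the other way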
An asterisk follows results filed as active; ? = inconclusive; . = not tested or not shown.

SMILES | Tat export inh | CAL PDZ FP-1 | Wnt bcat act | SR-BI HDL uptake | CAL PDZ FP-2 | Ecoli viability | SR-BI DiI-HDL act | phage Ecoli inh | AddAB inh | MITF TRPM1 HTS
O=C(COC(=O)c1cc2ccccc2oc1=O)Nc1ccc(F)cc1F | 1 | 1 | 47* | -19 | -6.5 | -3.4 | 19 | 6.3 | -0.1 | 62
NC(=O)c1ccc(SCC(=O)OCC(=O)N2CCCCC2)c([N+](=O)[O-])c1 | -8 | 2 | -3 | -14 | -0.7 | 1.4 | 14 | 1.6 | -0.2 | -1
CSc1ccc(S(=O)(=O)N2CCC(C(=O)NCc3cccnc3)CC2)cc1 | 4 | 4 | -4 | . | -0.7 | 0.4 | . | 1.6 | 0.7 | 6
CC(NC(=O)CSCc1ccc(Br)cc1)c1ccccc1 (stereo not drawn) | 0 | -3 | -1 | -2 | -1.7 | -0.6 | 2 | 2.2 | 3.5 | 3
O=C1/C(=C/c2ccccn2)SC(=S)N1CCc1ccccc1 | -4 | . | 5 | -5 | -0.6 | -0.5 | 5 | 0.8 | 2.8 | 8
COc1ccc(NC(=O)COC(=O)c2c(C)noc2C)c(OC)c1 | -12 | -1 | . | 1 | 0.0 | 0.0 | -1 | 3.0 | 2.5 | -13
COc1ccc(-c2cn(Cc3ccc(C)cc3)nn2)cc1 | -6 | 0 | 29 | -27 | 0.3 | 1.0 | 27 | 2.3 | 2.6 | 86*
CN(C)CCC#CC(O)(c1ccccc1)c1ccccc1 | 2 | 4 | -2 | -17 | -0.8 | 1.2 | 17 | 0.4 | 1.0 | 3
COCCNC(=O)C1c2cc(OC)c(OC)cc2C(=O)N(C)C1c1cccnc1 (stereo not drawn) | -5 | -1 | . | -5 | 0.7 | -1.1 | 5 | 2.0 | 0.7 | 11
Cc1c(/C(O)=C2\C(=O)C(=O)N(CCN(C)C)C2c2ccccc2)cnn1-c1ccccc1 (stereo not drawn) | -2 | -5 | 18 | -18 | -0.6 | -2.2 | 18 | 4.6 | -1.1 | .
Cc1cc(C)n2nc(CC(=O)NNC(=O)c3ccccc3Cl)nc2n1 | -2 | -2 | -2 | 1 | -0.8 | -1.3 | -1 | -3.5 | 2.5 | -3
COc1ccc(-c2cc(C(=O)N3CCc4ccccc4C3)no2)cc1 | 8 | 3 | -2 | . | -2.1 | 3.1 | . | 0.6 | 0.8 | 6
Cc1ccc(NC(=O)N2CCCCC2)cc1[N+](=O)[O-] | 5 | -4 | 4 | 0 | 1.6 | -1.5 | 0 | 2.9 | 0.2 | -12
Cc1ccc(C(=O)Nc2cc(=O)n(C)c(=O)n2C)o1 | 0 | -4 | -2 | 2 | -4.2 | 0.9 | -2 | 3.3 | 1.8 | -8
CC(CCc1ccccc1)NC(=O)COC(=O)C1CCC(C(C)(C)C)CC1 (stereo not drawn) | 9 | 4 | 0 | -8 | -0.9 | -1.7 | 8 | 0.7 | 3.2 | 1
Cc1ccccc1CC1(CO)CCCN(C(=O)CCN2CCCO2)C1 (stereo not drawn) | 2 | -8 | 4 | 7 | -1.8 | -2.1 | -7 | -0.7 | 1.4 | 13
CC(C)(C)c1cc(=O)n2c(C#N)c(C#N)nc2[nH]1 | 3 | 2 | -2 | -20 | 0.7 | 1.6 | 20 | 3.7 | 1.9 | 11
COc1ccccc1NC(=O)CSc1ccc2nnc(-c3ccccn3)n2n1 | -3 | . | -4 | -1 | -0.6 | -2.1 | 1 | 3.4 | -0.2 | -3
O=C(NC(=S)Nc1cccnc1)c1cc2ccccc2o1 | -4 | 1 | 10 | -29 | -1.3 | -1.4 | 29 | 4.1 | 0.0 | ?
CC(C)(C)C(=O)Nc1cc2nn(-c3ccccc3)nc2cc1Cl | -1 | -1 | . | 17 | -1.4 | . | -17 | -0.5 | . | -84
CCn1c(SCC(=O)N2CCCC2=O)nnc1-c1cccs1 | 5 | -4 | 0 | -96 | -1.5 | 1.4 | 96* | 3.0 | 0.5 | 1
CN1CCN(CCCC(=O)c2ccc(C3CCCC3)cc2)CC1 | -5 | -2 | 0 | 24 | -0.7 | 2.7 | -24 | 2.7 | 4.1 | 13
CCOc1ccc(S(=O)(=O)N(CC(=O)NC2CCCC2)c2ccc(F)cc2)cc1 | 5 | . | 0 | 3 | -1.5 | 1.1 | -3 | 2.7 | 0.6 | 7
CCOc1cc(S(=O)(=O)NCc2ccncc2)ccc1Cl | -2 | -6 | -3 | -2 | 0.0 | -0.9 | 2 | 2.6 | -0.7 | 0
O=C(/C=C/c1ccc(S(=O)(=O)N2CCOCC2)cc1)Nc1cc(F)ccc1F | 2 | -2 | 19 | 36 | -0.5 | 0.9 | -36 | 3.3 | 0.3 | 26
N=c1ccn2c(n1)OC1C(O)C(CO)OC12 (stereo not drawn) | -11 | -6 | -1 | -3 | -0.5 | 0.1 | 3 | -0.6 | 1.0 | 4
CN(C(=O)CSc1nnc(COc2ccccc2F)n1N)C1CCS(=O)(=O)C1 (stereo not drawn) | -2 | -2 | 2 | -7 | -1.7 | -1.5 | 7 | 3.4 | -0.5 | 7
O=C(CN1C(=O)COc2ccccc21)N(Cc1ccccc1)Cc1ccccn1 | 1 | . | . | -19 | -2.4 | -3.8 | 19 | 2.0 | -3.5 | -7
O=C(O)C1CN(c2nc(Cl)ccc2[N+](=O)[O-])C1 | -9 | 3 | 0 | -18 | -0.3 | 0.1 | 18 | 0.6 | 2.8 | 0
COc1ccccc1NC(=O)N1CCc2[nH]c3ccc(F)cc3c2C1 | 2 | -2 | -3 | 41 | 0.3 | -1.9 | -41 | 3.0 | 2.7 | 18
O=C(CSc1ncccn1)NCc1ccccc1Cl | 1 | -2 | . | -33 | -1.3 | 0.7 | 33 | 0.4 | 1.8 | 69
O=C(CN1C(=O)C(=O)N(Cc2ccccc2)C1=O)Nc1cc(Cl)cc(Cl)c1 | 6 | . | -2 | . | -2.4 | 0.1 | . | 0.5 | 1.9 | 1
Cc1c(S(=O)(=O)NC2CCCCCC2)c(=O)n(C)c(=O)n1C | 8 | -4 | -1 | 5 | -3.3 | -0.7 | -5 | 2.8 | 2.5 | 11
CC(NS(=O)(=O)c1cccc(Cl)c1)C(=O)Nc1ccc(-c2nc3ccccc3s2)cc1 (stereo not drawn) | -3 | 19 | -1 | 49 | 0.1 | -0.9 | -49 | 0.5 | 1.6 | ?
Cc1cc(-c2nnc(CCC(=O)NCc3cc(F)cc(C(F)(F)F)c3)o2)no1 | -4 | -4 | 2 | 23 | -3.3 | 1.1 | -23 | -0.9 | -0.3 | 25
CC(C)C(NC(=O)c1c(F)cccc1F)C(=O)N1CCN(c2ccccc2F)CC1 (stereo not drawn) | 4 | -4 | -2 | -3 | -0.7 | -0.2 | 3 | 2.7 | 3.3 | -8
CC12COC3(C(=O)Nc4ccccc4F)CC1CCC32C (stereo not drawn) | -4 | -3 | 1 | -5 | -3.0 | -0.1 | 5 | 1.9 | 2.3 | 1
Cc1[nH]ccc(=O)c1Oc1ncc(C(F)(F)F)cc1Cl | 1 | -2 | -5 | -2 | -2.9 | -0.9 | 2 | 1.7 | 1.1 | 6
COCC(C)NC(=O)c1cc2cccc([N+](=O)[O-])c2[nH]1 (stereo not drawn) | 15 | -3 | 1 | 8 | -1.3 | 0.5 | -8 | 2.8 | 3.5 | -25
CCC12CC3CC(C1)CC(C(=O)O)(C3)C2 | -5 | -3 | . | -3 | -1.3 | 2.3 | 3 | 4.1 | 2.8 | .
CCCCCNC(=O)c1ccc2c(=O)n(CC3CCCO3)c(=O)[nH]c2c1 (stereo not drawn) | -4 | -3 | . | -2 | -4.1 | -0.9 | 2 | 3.1 | 0.7 | .
CCn1ccnc1C(O)c1ccccc1OC (stereo not drawn) | -3 | 2 | . | -9 | 1.4 | 0.6 | 9 | 0.6 | 1.3 | 11
Cc1ccccc1NC(=S)Nc1ccccc1 | 0 | -6 | 0 | 2 | 0.9 | 2.2 | -2 | -0.8 | 0.8 | .
NNc1nc2c(-c3ccc(Cl)cc3)nnn2c2ccccc12 | 26 | -6 | 0 | 67 | 0.3 | -2.5 | -67 | -1.4 | 1.3 | 43
O=C1CC(C(=O)N(c2ccccc2)C(C(=O)NC2CCCC2)c2ccncc2)CS1 (stereo not drawn) | -1 | . | 0 | -16 | -0.2 | -1.0 | 16 | 4.1 | -1.2 | 0
C[C@H](NC(=O)N1CCn2c1nc1ccccc12)C(=O)NCc1ccc2c(c1)OCO2 | 0 | 8 | -4 | 0 | -0.9 | 3.5 | 0 | 3.9 | 1.8 | -15
COc1cc(-c2nnc(SCC(=O)NC3CCCC3)n2C)cc(OC)c1O | 1 | -4 | -3 | -24 | -0.3 | -1.4 | 24 | -0.5 | -1.9 | -9
COc1ccc(C)cc1NC(=O)CN(C)C1CCCCC1 | -14 | -2 | -4 | -15 | -2.3 | -1.4 | 15 | 1.1 | -1.3 | -4
O=C(OCC(=O)N1CCc2ccccc2C1)c1cccnc1Cl | 0 | 71* | -1 | -8 | 21 | 2.6 | 8 | 0.6 | 1.7 | 32
COCCn1c(C)cc(C(=O)CSc2nc(C)nc3sc4c(c23)CCC4)c1C | 1 | . | . | 17 | -1.4 | 1.7 | -17 | 1.5 | 1.3 | -8
Oc1ccc(-c2[nH]ncc2-c2nc3ccccc3s2)c(O)c1 | -3 | -5 | -1 | 7 | -4.2 | -0.5 | -7 | 3.1 | -0.5 | 1
CCOC(=O)C1CCN(C2CCN(C(=O)c3oc4c(F)cccc4c3C)CC2)CC1 | 2 | 2 | 21 | 25 | -0.6 | -0.9 | -25 | 0.7 | 3.2 | -12
COCC1CCN(C(=O)c2cc(COc3cc(C)c(Cl)c(C)c3)on2)C1 (stereo not drawn) | 7 | -1 | 20 | 6 | -1.9 | -1.8 | -6 | -0.8 | 2.9 | 73
Fc1ccc(-c2csc(Nc3ccccn3)n2)c(F)c1 | -3 | 9 | -3 | 15 | 2.9 | -2.6 | -15 | 1.3 | 5.0 | 14

Ordered by molecular weight (largest number first): part of the list above.
SMILES | Tat export inh | CAL PDZ FP-1 | Wnt bcat act | SR-BI HDL uptake | CAL PDZ FP-2 | Ecoli viability | SR-BI DiI-HDL act | phage Ecoli inh | AddAB inh | MITF TRPM1 HTS
COCCn1c(C)cc(C(=O)CSc2nc(C)nc3sc4c(c23)CCC4)c1C | 1 | . | . | 17 | -1.4 | 1.7 | -17 | 1.5 | 1.3 | -8
Oc1ccc(-c2[nH]ncc2-c2nc3ccccc3s2)c(O)c1 | -3 | -5 | -1 | 7 | -4.2 | -0.5 | -7 | 3.1 | -0.5 | 1
Fc1ccc(-c2csc(Nc3ccccn3)n2)c(F)c1 | -3 | 9 | -3 | 15 | 2.9 | -2.6 | -15 | 1.3 | 5.0 | 14
